# HttQ103 aggreg: mutant huntingtin aggregation inhibition | actives 1.1% (n = 220,000) | PC12 HttQ103-GFP aggregates, Acumen cytometry, 40 h | AID 1688 | Potency, µM (series often up to 46.1 µM), for inactives: at the highest dose activity change, negative = inhibition, actives largely listed as inhibitors; also: potency is read from the fitted curve at half-maximal effect; % is scaled to controls: 0 for no effect and ±100 for the full control effect; nearly all actives have a fitted effect of over 60% in size
#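 Ecdysone-promoter PC12 model expressing HTT exon 1 Q103 fused to GFP, induced by tebufenozide at 100 nM final. Compounds titrated; aggregates sized 1–25 µm scored on a 488 nm laser cytometer.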
# IMPase Li inh: IMPase inhibition in cells with lithium potentiation. CHO-M1 cells, IP1 TR-FRET (IP-One), carbachol + lithium. Potency, µM (series often up to 59.4 µM), without a hit: at the top dose activity, negative = IMPase inhibition, hits mostly inhibitors. actives 0.35% (n = 210,000);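 also: IP1 builds up when IMPase is blocked and the TR-FRET signal falls; potency is read from the fitted curve at half-maximal effect; plate controls were basal vehicle for no effect and high inhibitor control for full effect; nearly all actives have a fitted effect of over 50% in size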
#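 Steps: plate 2000 CHO-M1 cells per well and culture 16–30 h; add compound and lithium; incubate 30 min, 37C; add d2-IP1 tracer and Eu cryptate anti-IP1 antibody in lysis buffer; read after 10 min at room temperature.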
# KinaseGlo FLuc: counter-screen: inhibitors of Kinase-Glo firefly luciferase; Q27757; Kinase-Glo luciferase, ATP luminescence, 8 min; Potency, µM (series often up to 38.3 µM), inactives show at the top dose activity change, negative = inhibition, hits mostly inhibitors; actives 0.28% (n = 200,000); also: potency is read from the fitted curve at half-maximal effect; % is scaled to controls: 0 for no effect and ±100 for the full control effect; nearly all actives have a fitted effect of over 60% in size
#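 Luminescence was the read-out, taken after 8-minute incubation at ambient temperature. Luciferase turned over luciferin with 10 uM ATP in imidazole pH 7.2 buffer containing KCl, MgCl2, Tween 20 and BSA.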
# CBFb-RUNX1 inh: inhibitors of human CBF-beta and RUNX1 interaction. Q01196+Q13951. AlphaScreen CBFb-His/RUNX1-biotin binding, biochemical. Potency, µM (doses to about 59.8 µM), for inactives: at the top dose activity, negative = inhibition, most hits filed as inhibitors. 230,000 tested, under 10 active; also: % of control where 0% means no effect
# Target sequence (Q01196 whole entry, looked up): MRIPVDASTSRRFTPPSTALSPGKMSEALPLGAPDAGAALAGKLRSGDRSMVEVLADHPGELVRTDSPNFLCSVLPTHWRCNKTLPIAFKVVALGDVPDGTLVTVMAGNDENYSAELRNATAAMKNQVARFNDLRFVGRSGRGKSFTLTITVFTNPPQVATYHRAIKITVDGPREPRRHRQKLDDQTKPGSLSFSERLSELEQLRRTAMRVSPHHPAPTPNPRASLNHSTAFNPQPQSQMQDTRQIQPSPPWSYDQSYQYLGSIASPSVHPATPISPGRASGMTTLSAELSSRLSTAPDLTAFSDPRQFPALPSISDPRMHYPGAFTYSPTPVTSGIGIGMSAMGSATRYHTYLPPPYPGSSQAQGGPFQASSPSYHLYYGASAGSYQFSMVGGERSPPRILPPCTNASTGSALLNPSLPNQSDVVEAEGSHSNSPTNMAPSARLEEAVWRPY
# Target sequence (Q13951 whole entry, looked up): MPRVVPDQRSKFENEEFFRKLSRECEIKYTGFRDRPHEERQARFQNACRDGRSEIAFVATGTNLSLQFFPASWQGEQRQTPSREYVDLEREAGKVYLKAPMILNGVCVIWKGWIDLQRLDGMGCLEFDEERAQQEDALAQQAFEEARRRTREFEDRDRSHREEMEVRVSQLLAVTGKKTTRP
#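 CBFb-His/RUNX1-biotin, 30 nM each, preincubated 20 min RT; compound 15 min RT; Ni + streptavidin beads 50 ng each, 90 min RT; AlphaScreen read.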
# LMNA splice mod: LMNA splicing modulation | HeLa LMNA splicing GFP/RFP minigene ratio, 48 h | Potency, µM (top dose mostly 46.1 µM), inactives show at the highest dose ratio change, negative = inhibition, usual class: inhibitors | actives 0.01% (n = 200,000); active = well fitted inhibition curve with a large enough effect in the signal ratio, with a control signal flat, not every such curve was filed as active; inconclusive = small, poorly fitted or top-dose-only effect, or effect the other way, or a change in a side signal; the % refers to the signal ratio; also: potency is read from the fitted curve at half-maximal effect; % is scaled to controls: 0 for no effect and ±100 for the full control effect
#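 S3 HeLa cells stably expressing lamin A-EGFP splicing minigene plus DsRed2, 600 cells/well, 48 h compound exposure at 37C. Laser-scanning cytometry; analysed as GFP (500-530 nm)/RFP (575-640 nm) total intensity ratio; 0.5% DMSO vehicle.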
# HTT ATP protect: protects HTT-Q103 PC12 cells, measured by ATP; PC12 HTT-Q103 induced, cytoprotection, ATP luminescence, 40 h; Potency, µM (highest dose often 56.4 µM), for inactives: cytoprotection (ATP increase), hits mostly activators; actives 0.14% (n = 230,000); AID 1471;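 also: potency is read from the fitted curve at half-maximal effect; % of control where 0% means no effect; nearly all actives have a fitted effect of over 45% in size; toxic huntingtin expression switched on by the ecdysone agonist tebufenozide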
#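 Cells were plated at 1500 per well in phenol red-free DMEM with 5% equine and 5% calf serum. Tebufenozide (100 nM final) and compounds were added, then ATPlite reagent, and luminescence was read.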
# SMN2 splice enh: SMN2 splice variant enhancement; HEK293 SMN2-luciferase splicing reporter, luminescence, 30-36 h; Potency, µM (top dose mostly 46.1 µM), for inactives: at the top dose activity change, positive = activation, actives largely listed as activators; actives 2.8% (n = 210,000); also: potency is read from the fitted curve at half-maximal effect; % of control where 0% means no effect; nearly all actives have a fitted effect of over 55% in size
#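 HEK293 cells carry an SMN2 […]–luciferase reporter in which exon 7 inclusion puts luciferase in frame. Cells were plated 10-12 h before compound addition, then incubated 30-36 h at 37C. ONE-Glo luminescence was read; sodium butyrate at 4.5 mM final served as control.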
# The depositor's hits bear a star; ? = inconclusive; · = no result given; [ ] = dose if it differs, or a comment. Unless noted, calls follow the shape of the dose curve; as a rule, active = well fitted curve in the direction sought with a large enough effect; inconclusive = small, poorly fitted or top-dose-only effect, or another doubt; inactive = no such curve, though single readings can be large; an effect the other way counts as inactive or inconclusive.
SMILES,HttQ103 aggreg,IMPase Li inh,KinaseGlo FLuc,CBFb-RUNX1 inh,LMNA splice mod,HTT ATP protect,SMN2 splice enh
NNC(=O)CCn1nnc2ccccc21,11.0%[9.22 µM],·,·,3.3%,·,18.3%[10 µM],·
CCc1ccc2c(c1)C(c1ccc([N+](=O)[O-])cc1)=NNC(c1ccc(Br)cc1)=N2,-6.1%,7.4%,0.1%,-24.9%,?,-18.0%[10 µM],5.7%
O=C(Cc1ccc(Cl)cc1)Nc1ccc(NC(=O)c2ccccc2)cc1,24.4%,?,-3.2%,-5.6%,-8.8%,2.0%[10 µM],0.6%[1.84 µM]
N#Cc1c(Cl)nsc1NC(=O)c1ccccc1,3.98µM*,27.6%,2.3%,-0.9%,·,-108.0%[inhibitor],-41.9%[inhibitor]
CCOC(=O)c1cnc2c(C)c(-c3ccccc3)[nH]n2c1=O,6.3%,-0.6%[38.3 µM],7.5%,3.6%,1.1%,-13.5%,-13.6%
CN1C(=O)c2ccccc2C(C(=O)NCCCN2CCCC2)C1c1c[nH]c2ccccc12 (configuration not stated),-5.0%,3.5%[38.3 µM],-1.6%,3.5%,-1.3%,14.3%,1.7%
CCC(=O)OCCNc1cc(Sc2nc3ccccc3[nH]2)c2nonc2c1[N+](=O)[O-],?,22.9%,1.6%,-2.0%,?,-39.2%[10 µM],-20.7%
Cc1ccc(-c2nn3c(C)nnc3s2)cc1N,-11.0%[9.22 µM],-2.5%[38.3 µM],-4.8%,0.0%,-5.2%,-15.8%[0.074 µM],-2.2%
Cc1ccccc1Cn1c(=O)n(CCCC(=O)NCc2ccco2)c(=O)c2ccccc21,26.7%,11.6%,1.3%,5.6%,-6.3%,-1.3%[10 µM],?
Cc1nc(Sc2ccc(Br)cc2)c(C#N)c(C)c1[N+](=O)[O-],3.6%[9.22 µM],·,·,-22.1%,·,0.5%[10 µM],·
COc1ccc(C2CC(=O)C(C=NCCCN3CCOCC3)=C(O)C2)cc1 (configuration not stated),7.6%,20.4%[38.3 µM],-2.8%,12.7%,8.2%,5.6%[1.9 µM],-16.7%
CCc1cccc(CC)c1NC(=S)NCCc1ccc(O)c(O)c1,-31.7%,0.7%,3.6%,-15.4%,?,?,11.1%
CCn1c(SCC(=O)NC2CCCc3ccccc32)nnc1-c1cccs1 (configuration not stated),-5.6%,-3.5%[38.3 µM],-5.5%,1.2%,-9.5%,-9.8%,-13.6%
N#C/C(=C\c1ccc(OCc2ccc(F)cc2)cc1)C(=O)Nc1cccc(C(=O)O)c1,-4.9%[9.22 µM],·,·,16.3%,·,4.8%[10 µM],·
COc1cccc2c1OC[C@@H](CO)[C@H]2N(C)C(=O)Nc1ccc(Cl)cc1,6.7%,11.7%[38.3 µM],-5.9%,-3.2%,8.0%,-40.3%[inhibitor],-33.1%[inhibitor]
Cc1ccc(/C=C/C(=O)Nc2cc(S(N)(=O)=O)ccc2O)cc1,-3.8%,5.7%,-2.3%,5.8%,5.7%[46 µM],-57.5%[inhibitor],2.2%
Cc1ccccc1NC(=O)c1cccc(N2C(=O)C3C4CCC(C4)C3C2=O)c1 (configuration not stated),7.7%,29.6%[38.3 µM],1.3%,6.3%,-5.3%,1.0%,-36.0%[inhibitor]
C/C=C\C=C/C(=O)Nc1cccc(C2=NOC3(C2)C[C@@H](C(N)=O)N(C(=O)c2ccccc2)C3)c1 (some centres not stated),-1.8%[9.22 µM],·,·,8.4%,·,-5.5%[10 µM],·
NNC(=O)CN1C(c2cccc(Cl)c2)=Nc2ccc(Br)cc2C1c1ccccc1 (configuration not stated),-4.8%,3.9%[38.3 µM],1.1%,-11.5%,0.4%,-10.2%,-4.3%
CN(C)CCCOC(=O)CCc1ccccc1,3.2%,4.1%,-1.6%,7.7%,-9.6%,7.0%[0.074 µM],6.0%
COc1ccc(C)cc1NC(=O)CN1CCN(S(=O)(=O)c2ccc(F)cc2)CC1,-1.5%,-6.2%[38.3 µM],-1.2%,1.1%,2.5%,-23.5%,-4.7%
O=C(CSc1ncnc2c1oc1ccccc12)N1CCCc2ccccc21,?,6.4%,1.0%,8.2%,?,-4.7%[10 µM],-73.0%[inhibitor]
Cc1ccc(N2C(=O)CC(NNC(=O)Cc3ccc(F)cc3)C2=O)cc1Cl (configuration not stated),-1.1%[9.22 µM],·,·,7.8%,·,13.3%[10 µM],·
Cn1c(SCC(=O)c2ccc3c(c2)NC(=O)CO3)nc2ccccc21,-0.3%[9.22 µM],-14.0%,0.3%,-3.2%,·,-24.3%,6.7%
Cc1nc(-c2ccc3c(c2)OCCCO3)cs1,-2.1%[9.22 µM],·,·,10.8%,·,-12.3%[10 µM],·
CCC(CO)NCc1ccc(Br)cc1 (configuration not stated),25.5%,12.5%,1.7%,-0.4%,·,-15.7%[10 µM],-3.7%
CC(=O)Nc1sc(NC(=O)c2ccc([N+](=O)[O-])cc2)nc1-c1cccs1,-5.0%[9.22 µM],·,·,-2.9%,·,-3.3%[10 µM],·
Cc1cc(C)cc(OCC(=O)N/N=C/c2ccncc2)c1,3.6%,-4.0%,-1.8%,4.0%,-7.1%,7.6%[1.9 µM],6.1%
CSc1ccc(C2C(C#N)=C(N)Oc3c2ccc(=O)c2c(C)oc(C)c32)cc1 (configuration not stated),?,18.5%,-5.3%,?,-10.9%,6.1%[10 µM],-1.9%
CC(C)N=c1scc(-c2ccco2)n1/N=C/c1ccc(O)c(O)c1,?,7.5%[38.3 µM],-4.8%,?,?,-87.7%[inhibitor],?
Cc1nn(CCO)c2c1C(=O)CCC2,?,-5.2%,0.5%,1.7%,-5.8%,23.2%[10 µM],11.8%
O=C1CCCC2=C1C(c1ccccc1)C1C(=O)c3ccccc3C1=N2 (configuration not stated),5.8%,46.5%[activator],-10.7%,-2.4%,5.9%,-10.9%[10 µM],?
CCOC(=O)C1(CCCc2ccccc2)CCN(C(=O)CN2C(=O)CSC2=O)CC1,-19.2%,0.5%,4.0%,18.4%,·,-15.0%,·
O=c1c(Cl)c(N/N=C/c2ccc(Cl)cc2)cnn1-c1ccccc1,10.3%,11.7%,-2.9%,2.0%,?,16.8%[10 µM],-7.4%[1.84 µM]
Cc1ccccc1C(=O)NNC(=O)C1CCCN(c2ncccn2)C1 (configuration not stated),8.9%,-1.5%[38.3 µM],-1.7%,-3.4%,3.0%,23.3%,2.1%
C/C(=N\NC(=O)CNc1ccccc1Cl)C(C)(C)C,11.5%,-8.6%[38.3 µM],-4.6%,1.2%,13.8%,-3.3%,6.1%
Cc1cccc(OCCC(=O)NCC(=O)Nc2cccc(C)c2C)c1,-15.3%,-2.8%,2.1%,-4.4%,-7.5%,40.2%[10 µM],-9.8%
COCCNC(=O)/C(C#N)=C/c1ccc2c(c1)OCO2,-2.5%[9.22 µM],-1.7%,-9.3%,-0.2%,4.7%[46 µM],6.4%[10 µM],·
COc1ccc(-c2cnc3nc(/N=C/N(C)C)nn3c2/N=C/N(C)C)cc1,5.5%,3.4%,0.0%,-13.3%,-7.6%[46 µM],9.2%[10 µM],-3.3%
O=[N+]([O-])c1cc2c(c(CSc3ncccn3)c1)OCOC2,?,12.6%,4.4%,-7.4%,10.4%[46 µM],2.8%[10 µM],?
O=C(c1ccc(CN2CCc3ccccc3C2)cc1)N1CCc2ccccc2C1,3.8%,13.1%[38.3 µM],-1.8%,-0.5%,16.2%,14.6%,-14.0%
COc1ccc(S(=O)(=O)N2CCCCCC2)cc1Br,0.3%[9.22 µM],6.7%,4.2%,18.2%,15.0%[46 µM],4.7%[10 µM],·
CCN1CCN(C(c2ccccc2)c2sc3nc(C)nn3c2O)CC1 (configuration not stated),-3.1%[9.22 µM],·,·,10.7%,·,-9.3%[10 µM],·
CCOc1ccc(NC(=O)c2cc(F)c(F)cc2Cl)cc1OCC,23.4%,-3.0%,-0.3%,-10.6%,8.5%[46 µM],-34.2%[inhibitor],-1.0%
COc1ccc(C(=O)Cn2c(N3CCOCC3)nc3c2c(=O)n(C)c(=O)n3C)cc1,1.5%,-8.8%[38.3 µM],-0.1%,6.3%,-5.2%,-8.2%[0.074 µM],-1.8%
Cc1ccc(S(=O)(=O)CC(=O)Nc2ccc(Cl)cn2)cc1,-15.5%,-8.1%,1.8%,15.7%,·,-11.5%,?
CC(C(=O)N1CCCC1)N1CCN(c2ccccc2O)CC1 (configuration not stated),8.9%,2.5%,0.0%,?,5.0%[46 µM],17.4%,9.0%
O=C(Nc1ccc(O)c(-c2nc3ccccc3o2)c1)C1(c2ccc(Cl)cc2)CCCC1,10.8%,-5.8%,-0.6%,-14.1%,-21.1%,-16.3%[10 µM],-24.1%
CN1CCN(CCCCC(=O)c2ccccc2)CC1,-2.3%,8.3%[38.3 µM],-1.3%,3.9%,5.5%,-13.8%,22.2%
Cn1c(SCc2ccccn2)nnc1-c1cnccn1,-2.5%,1.7%[38.3 µM],-2.8%,0.8%,-1.3%,-2.0%,-2.3%
COC(=O)c1[nH]c2ccc(Cl)cc2c1NC(=O)CN1CCC(C(N)=O)CC1,9.4%,-1.8%[38.3 µM],-6.8%,2.2%,1.2%,-15.3%[0.074 µM],-12.6%
CCOc1ccc(CNC(=O)CCn2c(=O)oc3ccccc32)cc1,-0.7%,15.6%[38.3 µM],-2.5%,-0.2%,8.7%,-16.9%,2.8%
c1ccc(CSc2nnc(Cc3ccccn3)o2)cc1,-4.6%,1.1%[38.3 µM],-4.0%,-5.1%,4.3%,-12.4%,-0.8%
C/C(=N\NC(=O)c1ccc(NS(=O)(=O)c2cccs2)cc1)c1ccccc1,-3.4%,0.5%,1.3%,-8.2%,-2.3%,·,3.9%

# Bioassay records from PubChem BioAssay.
